Screening data deposited in PubChem by several laboratories.
NCF1 inh: inhibitors of human p47phox binding; P14598; p47phox/p22phox peptide binding, fluorescence polarization, 2 h; inhibition, % at 24.7 µM; actives 0.53% (n = 220,000); AID 1274;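 active means inhibition above about 30%, limit read from the data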;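 further: 0% = p47phox with labelled peptide and 100% = labelled peptide alone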
Target sequence (P14598 whole entry, looked up): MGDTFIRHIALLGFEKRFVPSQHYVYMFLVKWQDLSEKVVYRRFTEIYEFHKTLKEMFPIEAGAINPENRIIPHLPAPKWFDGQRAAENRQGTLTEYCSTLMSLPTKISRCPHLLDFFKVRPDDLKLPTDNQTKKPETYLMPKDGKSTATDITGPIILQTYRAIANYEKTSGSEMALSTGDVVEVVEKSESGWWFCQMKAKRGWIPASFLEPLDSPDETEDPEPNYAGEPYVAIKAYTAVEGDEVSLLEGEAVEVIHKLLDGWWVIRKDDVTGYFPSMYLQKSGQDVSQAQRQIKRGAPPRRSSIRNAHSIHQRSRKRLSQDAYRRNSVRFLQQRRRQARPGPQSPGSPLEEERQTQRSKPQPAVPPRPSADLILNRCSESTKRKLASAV
NPY2 pot ag: human NPY-Y2 potentiation or agonism, primary screen. cells expressing NPY-Y2, potentiator/agonist read-out. activation, % at 3.6 µM. actives 0.45% (n = 220,000). AID 1359; in the data active means activation above about 27%;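 further: cells stimulated with NPY near EC25 plus isoproterenol at EC100; 0% = vehicle plus submaximal agonist and 100% = vehicle plus saturating agonist; some results beyond the cut were filed as inactive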
S1P4 antagonist: human S1P4 receptor antagonism | O95977 | S1P4-expressing cells, antagonist mode, reporter read-out | inhibition, % at 4.98 µM | actives 0.26% (n = 220,000) | AID 1510; in the data active means inhibition above about 29%;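 further: 0% = wells stimulated with agonist and 100% = vehicle wells without agonist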
Target sequence (O95977 whole entry, looked up): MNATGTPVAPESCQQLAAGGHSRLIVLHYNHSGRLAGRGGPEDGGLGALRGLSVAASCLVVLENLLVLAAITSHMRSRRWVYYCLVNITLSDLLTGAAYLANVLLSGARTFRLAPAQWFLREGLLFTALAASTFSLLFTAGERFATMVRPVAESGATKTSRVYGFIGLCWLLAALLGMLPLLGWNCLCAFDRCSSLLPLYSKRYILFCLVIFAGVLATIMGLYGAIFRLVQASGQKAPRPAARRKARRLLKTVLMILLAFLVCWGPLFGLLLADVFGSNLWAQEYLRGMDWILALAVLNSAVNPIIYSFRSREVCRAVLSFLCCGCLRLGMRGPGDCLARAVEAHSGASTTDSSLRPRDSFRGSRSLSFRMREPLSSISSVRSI
CHOP inhibitor: CHOP inhibition in unfolded protein response | CHO-K1 CHOP-promoter luciferase, tunicamycin-induced, 15-18 h | inhibition, % at 10 µM | actives 3.8% (n = 220,000) | AID 2732;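 active means compounds that reduced the stress-induced luciferase reporter signal by more than about 70% of percent inhibition, limit read from the data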;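 further: 0% = tunicamycin plus vehicle and 100% = wells without tunicamycin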
BaF3 tox: parental Ba/F3 viability inhibition as JAK2V617F counter-screen | inhibition, % at 5.6 µM | AID 1486 | actives 1.1% (n = 220,000) | CellTiter-Glo ATP luminescence;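 active means inhibition above a per-campaign cutoff, the mean inhibition of all tested compounds plus 3 SD, cut at about 27% in these data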;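 further: 0% = DMSO wells and 100% = JAK Inhibitor I control wells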
NPY-Y1 PAM-ag: human NPY-Y1 potentiation or agonism, primary screen; actives 0.37% (n = 220,000); activation, % at 3.6 µM; NPY-Y1 expressing cells, potentiator/agonist activation; P25929; in the data active means activation above about 33%, passing the limit was not always enough;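 further: cells stimulated with NPY at EC10 then isoproterenol at EC100; 0% = low agonist plus stimulus and 100% = saturating agonist plus stimulus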
NPY-Y1 antag: blocks the human neuropeptide Y Y1 receptor; P25929; HEK293-CNG Y1 cells, membrane potential fluorescence; NPY at EC95, then isoproterenol; inhibition, % at 3.6 µM; actives 1% (n = 200,000); AID 1040;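 active means inhibition above the campaign mean inhibition of all tested compounds plus 3 SD, cut at about 20% in these data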;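 further: 0% = DMSO wells given NPY plus isoproterenol and 100% = isoproterenol alone without NPY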
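Assay system: HEK293 Y1/CNG channel cell line; Doses: single compound dose of 3.6 µM, 0.4% DMSO; Timing: dye 3 h, compound 60 min room temperature, stimulation 45 min; Technique: Membrane-potential fluorescent dye readout; Measure: % inhibition of NPY effect.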
S1P4 ag: human S1P4 receptor agonism. O95977. S1P4-expressing cell line, agonist reporter assay. activation, % at 4.98 µM. actives 0.35% (n = 220,000). AID 1509; in the data active means activation above about 11%;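 further: 0% = DMSO vehicle and 100% = reference agonist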
Ba/F3 V617F tox: lowers viability of Ba/F3 cells expressing EpoR and JAK2V617F; ATP luminescence; AID 1446; actives 1.1% (n = 220,000); inhibition, % at 5.6 µM;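 active means inhibition above the campaign mean plus 3 SD over all tested compounds, cut at about 24% in these data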;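 further: cytokine-independent growth of Ba/F3 cells driven by EpoR plus mutant JAK2; 0% = DMSO-treated cells and 100% = JAK inhibitor I control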
An asterisk follows results filed as active.

Cc1ccc(C(=O)OC/C(O)=C(\C#N)c2nc3ccccc3[nH]2)cc1S(=O)(=O)N1CCOCC1 was read as NCF1 inh -44, NPY2 pot ag 1, S1P4 antagonist -3, CHOP inhibitor 36, BaF3 tox 4, NPY-Y1 PAM-ag -25, NPY-Y1 antag -2, S1P4 ag 1.2 and Ba/F3 V617F tox 4.
For NC(=O)NC(=O)CC1S/C(=N/N=C2\CSC(=O)N2)NC1=O (stereo not given) the results were NCF1 inh -5, NPY2 pot ag -4, S1P4 antagonist -15, CHOP inhibitor -1, BaF3 tox -1, NPY-Y1 PAM-ag -3, NPY-Y1 antag 1, S1P4 ag 1.2 and Ba/F3 V617F tox -2.
`O=C(Cc1ccc(F)cc1)OCn1nnc2ccccc2c1=O` gave NCF1 inh -4, NPY2 pot ag 2, S1P4 antagonist -5, CHOP inhibitor 20, BaF3 tox 2, NPY-Y1 PAM-ag -8, S1P4 ag 1.3 and Ba/F3 V617F tox -3.
Screening CCn1c(NC(=O)c2cccs2)c(-c2cccs2)c(=O)c2ccccc21 returned NCF1 inh -14, NPY2 pot ag 0, S1P4 antagonist 1, CHOP inhibitor 23, BaF3 tox 3, NPY-Y1 PAM-ag 11, NPY-Y1 antag 4, S1P4 ag 0.0 and Ba/F3 V617F tox 4.
Cc1ccc(CNC(=O)c2ccccc2-n2cnnn2)cc1 was read as NCF1 inh -13, NPY2 pot ag 18, S1P4 antagonist 9, CHOP inhibitor 9, BaF3 tox -2, NPY-Y1 PAM-ag 0, S1P4 ag 4.2 and Ba/F3 V617F tox -1.
For C[N+]1(CC(=O)Nc2ccc(F)cc2)CCN(C(=O)c2ccco2)CC1 the results were NCF1 inh -9, NPY2 pot ag 3, S1P4 antagonist 5, CHOP inhibitor -14, BaF3 tox 1, NPY-Y1 PAM-ag 25, NPY-Y1 antag -1, S1P4 ag -3.6 and Ba/F3 V617F tox -1.
For COc1ccc(C2CC(c3cccs3)=NN2C(=O)c2ccco2)cc1OC (stereo not given) the results were NCF1 inh 1, NPY2 pot ag -10, S1P4 antagonist -3, CHOP inhibitor 18, BaF3 tox 3, NPY-Y1 PAM-ag 5, S1P4 ag 0.2 and Ba/F3 V617F tox 0.
CCNC(=S)NCc1ccc(F)cc1 was read as NCF1 inh -14, NPY2 pot ag 9, S1P4 antagonist -1, CHOP inhibitor -1, BaF3 tox 10, NPY-Y1 PAM-ag 4, NPY-Y1 antag 10, S1P4 ag -1.9 and Ba/F3 V617F tox 4.
For O=C(COC(=O)CNC(=O)c1ccccc1F)NCCC1=CCCCC1 the results were NCF1 inh -13, NPY2 pot ag -3, S1P4 antagonist -17, CHOP inhibitor -16, BaF3 tox 5, NPY-Y1 PAM-ag -3, NPY-Y1 antag -3, S1P4 ag -0.1 and Ba/F3 V617F tox -1.
Screening C=CCn1c(C)cc(C(=O)CN2C(=O)NC3(CCCc4ccccc43)C2=O)c1C (stereo not given) returned NCF1 inh -7, NPY2 pot ag -8, S1P4 antagonist -1, CHOP inhibitor 21, BaF3 tox 4, NPY-Y1 PAM-ag -6, NPY-Y1 antag 0, S1P4 ag -2.8 and Ba/F3 V617F tox -2.
CNC(=O)c1sc(-c2cccs2)nc1C was read as NCF1 inh 12, NPY2 pot ag 6, S1P4 antagonist -22, CHOP inhibitor -23, BaF3 tox 2, NPY-Y1 PAM-ag 22, NPY-Y1 antag -5, S1P4 ag 1.0 and Ba/F3 V617F tox -6.
Screening CCOc1ccc(-c2nc(CCl)cs2)cc1 returned NCF1 inh -7, NPY2 pot ag -5, S1P4 antagonist 20, CHOP inhibitor -45, BaF3 tox 11, NPY-Y1 PAM-ag 2, NPY-Y1 antag 0, S1P4 ag 0.0 and Ba/F3 V617F tox 7.
O=C1CCC/C1=C/Nc1ccc(Cl)cc1 was read as NCF1 inh -2, NPY2 pot ag 9, S1P4 antagonist -13, CHOP inhibitor 30, BaF3 tox -1, NPY-Y1 PAM-ag 6, NPY-Y1 antag -1, S1P4 ag 0.2 and Ba/F3 V617F tox -1.
O=C(NCC(=O)N(CCc1ccccc1)C(C(=O)NC1CCCC1)c1cccnc1)c1ccco1 (stereo not given) was read as NCF1 inh -7, NPY2 pot ag -6, S1P4 antagonist -5, CHOP inhibitor 12, BaF3 tox 2, NPY-Y1 PAM-ag -3, NPY-Y1 antag 3, S1P4 ag -0.3 and Ba/F3 V617F tox 2.
Screening Cn1cccc1C(=O)C(=O)Nc1cc(Cl)cc(Cl)c1 returned NCF1 inh -13, NPY2 pot ag -8, S1P4 antagonist -9, CHOP inhibitor 35, BaF3 tox 2, NPY-Y1 PAM-ag 4, NPY-Y1 antag 4, S1P4 ag -0.2 and Ba/F3 V617F tox -3.
Screening COC(=O)c1cccc(NC(=O)CCc2cc(OC)c(OC)c(OC)c2)c1 returned NCF1 inh -3, NPY2 pot ag 9, S1P4 antagonist -9, CHOP inhibitor 16, BaF3 tox -2, NPY-Y1 PAM-ag 4, NPY-Y1 antag -2, S1P4 ag 0.5 and Ba/F3 V617F tox -1.
For COCc1nnc(NC(=O)c2cccs2)s1 the results were NCF1 inh -5, NPY2 pot ag 1, S1P4 antagonist -11, CHOP inhibitor -44, BaF3 tox 0, NPY-Y1 PAM-ag 5, NPY-Y1 antag 3, S1P4 ag 2.5 and Ba/F3 V617F tox -3.
`O=C(C[n+]1ccc(/C=N/O)cc1)NCc1ccccc1` gave NCF1 inh -4, NPY2 pot ag -20, S1P4 antagonist -6, CHOP inhibitor 13, BaF3 tox 3, NPY-Y1 PAM-ag 19, S1P4 ag 1.8 and Ba/F3 V617F tox -2.
`CC(=O)Oc1ccc(-c2csc(Nc3cccnc3)n2)cc1` gave NCF1 inh -8, NPY2 pot ag 7, S1P4 antagonist 0, CHOP inhibitor 32, BaF3 tox -4, NPY-Y1 PAM-ag 10, NPY-Y1 antag -6, S1P4 ag 1.2 and Ba/F3 V617F tox -6.
Screening COc1cc2c(cc1NC(=O)c1cccnc1)CCCC2 returned NCF1 inh 3, NPY2 pot ag 6, S1P4 antagonist -15, CHOP inhibitor 4, BaF3 tox 4, NPY-Y1 PAM-ag -13, NPY-Y1 antag -6, S1P4 ag -0.3 and Ba/F3 V617F tox 3.

Filtered by structure, the entries above containing a thiophene ring, fused or not
Screening CCn1c(NC(=O)c2cccs2)c(-c2cccs2)c(=O)c2ccccc21 returned NCF1 inh -14, NPY2 pot ag 0, S1P4 antagonist 1, CHOP inhibitor 23, BaF3 tox 3, NPY-Y1 PAM-ag 11, NPY-Y1 antag 4, S1P4 ag 0.0 and Ba/F3 V617F tox 4.
For COc1ccc(C2CC(c3cccs3)=NN2C(=O)c2ccco2)cc1OC (stereo not given) the results were NCF1 inh 1, NPY2 pot ag -10, S1P4 antagonist -3, CHOP inhibitor 18, BaF3 tox 3, NPY-Y1 PAM-ag 5, S1P4 ag 0.2 and Ba/F3 V617F tox 0.
CNC(=O)c1sc(-c2cccs2)nc1C was read as NCF1 inh 12, NPY2 pot ag 6, S1P4 antagonist -22, CHOP inhibitor -23, BaF3 tox 2, NPY-Y1 PAM-ag 22, NPY-Y1 antag -5, S1P4 ag 1.0 and Ba/F3 V617F tox -6.
For COCc1nnc(NC(=O)c2cccs2)s1 the results were NCF1 inh -5, NPY2 pot ag 1, S1P4 antagonist -11, CHOP inhibitor -44, BaF3 tox 0, NPY-Y1 PAM-ag 5, NPY-Y1 antag 3, S1P4 ag 2.5 and Ba/F3 V617F tox -3.

(further entries)
CCC(=O)N1CCCc2cc(S(=O)(=O)N3CCN(c4ccccc4F)CC3)ccc21 was read as NCF1 inh -3, NPY2 pot ag 13, S1P4 antagonist -37, CHOP inhibitor 65, BaF3 tox 5, NPY-Y1 PAM-ag 8, NPY-Y1 antag -3, S1P4 ag 3.2 and Ba/F3 V617F tox 0.
CS(=O)(=O)NCCSCc1ccc(Cl)cc1 was read as NCF1 inh -8, NPY2 pot ag 10, S1P4 antagonist -3, CHOP inhibitor -12, BaF3 tox -1, NPY-Y1 PAM-ag 18, NPY-Y1 antag -1, S1P4 ag -3.7 and Ba/F3 V617F tox -3.
Screening O=C(O)CCCNS(=O)(=O)c1cccc2nsnc12 returned NCF1 inh 5, NPY2 pot ag -19, S1P4 antagonist 1, CHOP inhibitor 16, BaF3 tox 0, NPY-Y1 PAM-ag -15, NPY-Y1 antag -1, S1P4 ag -1.1 and Ba/F3 V617F tox -5.
Screening O=C(NCc1cccnc1)C(=O)NCC1OCCN1S(=O)(=O)c1ccccc1 (stereo not given) returned NCF1 inh -4, NPY2 pot ag 12, S1P4 antagonist 6, CHOP inhibitor -16, BaF3 tox 1, NPY-Y1 PAM-ag 0, NPY-Y1 antag 2, S1P4 ag 0.2 and Ba/F3 V617F tox -6.
CC(=O)Nc1ccc(S(=O)(=O)NCCNc2ccccc2[N+](=O)[O-])cc1 was read as NCF1 inh -5, NPY2 pot ag 7, S1P4 antagonist 2, CHOP inhibitor 21, BaF3 tox 7, NPY-Y1 PAM-ag 15, NPY-Y1 antag 7, S1P4 ag 0.5 and Ba/F3 V617F tox 5.
Screening O=C(OCC(=O)N1CCCCCC1)c1n[nH]c(=O)c2ccccc12 returned NCF1 inh 7, NPY2 pot ag -10, S1P4 antagonist 1, CHOP inhibitor 5, BaF3 tox 2, NPY-Y1 PAM-ag 4, NPY-Y1 antag -2, S1P4 ag -0.2 and Ba/F3 V617F tox -1.
CCc1noc(C)c1C(=O)Nc1nc(-c2cc(C)ccc2C)c(C)s1 was read as NCF1 inh -14, NPY2 pot ag -15, S1P4 antagonist -17, CHOP inhibitor 29, BaF3 tox -2, NPY-Y1 PAM-ag 4, NPY-Y1 antag -2, S1P4 ag 0.3 and Ba/F3 V617F tox -1.
`COc1ccccc1CNC(=O)c1csc(Cc2ccc(Cl)cc2)n1` gave NCF1 inh -22, NPY2 pot ag -6, S1P4 antagonist -22, CHOP inhibitor 80*, BaF3 tox 4, NPY-Y1 PAM-ag 6, NPY-Y1 antag 2, S1P4 ag -0.8 and Ba/F3 V617F tox -3.
For Cc1ccc(-c2nnc3ccc(SCC(=O)N4CCCc5ccccc54)nn23)cc1 the results were NCF1 inh 14, NPY2 pot ag -5, S1P4 antagonist -7, CHOP inhibitor 59, BaF3 tox 5, NPY-Y1 PAM-ag -13, NPY-Y1 antag 3, S1P4 ag 4.0 and Ba/F3 V617F tox 4.
O=C(COc1ccc2ccc(=O)oc2c1)Nc1ccc(N2CCOCC2)cc1 was read as NCF1 inh -4, NPY2 pot ag 5, S1P4 antagonist 0, CHOP inhibitor -15, BaF3 tox 2, NPY-Y1 PAM-ag 14, NPY-Y1 antag 4, S1P4 ag 0.1 and Ba/F3 V617F tox -2.
COC(=O)[C@@H](NC(=O)c1ccc(OC2CCN(Cc3ccccn3)CC2)cc1)C(C)C was read as NCF1 inh -2, NPY2 pot ag 3, S1P4 antagonist -19, CHOP inhibitor 1, BaF3 tox 1, NPY-Y1 PAM-ag 17, NPY-Y1 antag -4, S1P4 ag 1.2 and Ba/F3 V617F tox -4.
O=C(c1ccccc1)N1CCOC12CCN(c1ncc(C(F)(F)F)cc1Cl)CC2 was read as NCF1 inh -8, NPY2 pot ag -2, S1P4 antagonist -15, CHOP inhibitor 50, BaF3 tox 1, NPY-Y1 PAM-ag 26, NPY-Y1 antag 0, S1P4 ag 0.8 and Ba/F3 V617F tox -3.
